Bioassay records: PubChem BioAssay, National Center for Advancing Translational Sciences (NCATS)
HepG2 tox: HepG2 cytotoxicity, counter-screen for TGF-b inhibitors; HepG2 CAGA-GFP viability, ATP luminescence, 18 h; Potency, µM (top dose mostly 46.1 µM), inactives show at the top dose activity change, negative = cytotoxicity, actives largely listed as cytotoxic; actives 0.76% (n = 410,000); AID 588856; also: potency is read from the fitted curve at half-maximal effect; some results filed as inactive show a strong effect at the top dose
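HepG2 CAGA-GFP cells (1000/well, DMEM with 1% FBS) received compound, then TGF-beta at 500 pg/mL final, and were incubated 18 hours at 37 degrees C. Viability was read by CellTiter-Glo luminescence. Media-only wells were set as complete cell-killing and DMSO as no toxicity.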
MCF10A rereplic: induces DNA re-replication in MCF 10a normal breast cells; MCF 10A DNA re-replication, Hoechst nuclear intensity, 48 h; Potency, µM (series often up to 46.1 µM), for inactives: at the top dose activity, positive = re-replication, usual class: activators; actives 2.9% (n = 350,000); AID 624296; also: potency is read from the fitted curve at half-maximal effect; % of control where 0% means no effect; nearly all actives have a fitted effect of over 50% in size
ATXN viability: viability counter-screen for ATXN expression inhibitors | S2 cells (HEK-293 line with an ATXN2-luciferase reporter) viability, CellTiter-Fluor protease fluorescence, 24 h | Potency, µM (doses to about 56.7 µM), hits mostly cytotoxic | actives 0.49% (n = 400,000); also: potency is read from the fitted curve at half-maximal effect; nearly all actives have a fitted effect of over 40% in size
ATXN2 expr inh: reduces ATXN2 reporter expression in HEK-293 cells; AID 1745845; Potency, µM (top dose mostly 57 µM), for inactives: at the top dose activity change, negative = inhibition, most hits filed as inhibitors; HEK-293 ATXN2-luciferase reporter, luminescence, 24 h; actives 0.72% (n = 360,000); also: potency is read from the fitted curve at half-maximal effect; % is scaled to controls: 0 for no effect and ±100 for the full control effect; nearly all actives have a fitted effect of over 55% in size
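ATXN2-luciferase reporter cells (luciferase flanked by upstream and downstream ATXN2 gene portions) were treated 24 h at 37 °C with compounds at up to 57 uM. SteadyGlo luminescence gave expression; GF-AFC fluorescence gave viability.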
TGFb inhibitor: blocks TGF-b signaling; HepG2 CAGA-GFP TGF-b/SMAD3 reporter, GFP fluorescence, 18 h; TGF-beta stimulated, 500 pg/mL final; Potency, µM (doses to about 46.1 µM), without a hit: at the highest dose activity, negative = inhibition, usual class: inhibitors; actives 1.2% (n = 410,000); AID 588855; also: potency is read from the fitted curve at half-maximal effect; % is scaled to controls: 0 for no effect and ±100 for the full control effect; nearly all actives have a fitted effect of over 65% in size
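Read-out: total well GFP (ex488/em500-530) summed from mean per-cell fluorescence. Cells: HEPG2 CAGA-GFP, 1% FBS DMEM, 18 h at 37 degrees C with 500 pg/mL final TGF-beta. Unstimulated wells served as the full-inhibition control; stimulated DMSO wells = 0%.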
Nrf2 inh: inhibitors of Nrf2 signaling | A549 ARE-Fluc reporter, luciferase luminescence, 18-24 h | Potency, µM (top dose mostly 46 µM), inactives show at the top dose activity change, negative = inhibition, hits mostly inhibitors | actives 2.1% (n = 360,000) | AID 504444; also: potency is read from the fitted curve at half-maximal effect; % is scaled to controls: 0 for no effect and ±100 for the full control effect; nearly all actives have a fitted effect of over 60% in size
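Two sequential reads on A549 ARE_Fluc cells exposed to compound for 18-24 h: a CellTiter-Fluor fluorescence read for viability, then a luciferase luminescence read for Nrf2/ARE activity.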
IL1B secr inh: blocks inflammasome-driven IL-1 beta release. THP-1 LPS/ATP IL-1B secretion, AlphaLISA, 16 h; active compounds read low. activity change, % at 57.5 µM. actives 4.7% (n = 360,000). AID 743279; in the data active = activity change below about -50%; inconclusive = mostly about -30% to -49%; also: % is scaled to controls: 0 for no effect and ±100 for the full control effect
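THP-1 cells pretreated 1 hr with compounds (up to 57.5 uM final), then stimulated with LPS (250 ng/mL final) plus ATP (1.25 mM final); secreted IL-1B measured by AlphaLISA after 16 hr, decreased signal indicating inhibition.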
Nrf2 ARE act: Nrf2 pathway activation | AID 624171 | actives 0.31% (n = 410,000) | Potency, µM (highest dose often 46.1 µM), for inactives: at the highest dose activation, hits mostly activators | AREc32 ARE-luciferase reporter (MCF7-derived line), luminescence, 24 h; also: potency is read from the fitted curve at half-maximal effect; % of control where 0% means no effect; nearly all actives have a fitted effect of over 65% in size
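AREc32_Fluc, 1000 cells/well, OPTI-MEM + 5% FBS, o/n 37 deg C 5% CO2; 23 nL cpd by pin tool, 24 hr; Steady-Glo 30 min RT, luminescence.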
A549 viability: counter-screen for Nrf2 inhibitors: cytotoxicity in A549 cells. A549 ARE-Fluc cells, CellTiter-Fluor viability, 18-24 h. Potency, µM (highest dose often 46 µM), for the others: top-dose activity change, negative = cytotoxicity, usual class: inhibitors. actives 0.16% (n = 390,000). AID 504648; also: potency is read from the fitted curve at half-maximal effect; % is scaled to controls: 0 for no effect and ±100 for the full control effect
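A549 ARE-Fluc cells in 5% FBS OPTI-MEM, 5000 cells/well, rested 2 h then exposed to compounds in concentration-response for 18-24 h at 37 °C. Viability by CellTiter-Fluor fluorescence (Ex 405/Em 525) after 30 min; luciferase luminescence (BugLite, 15 min, RT) read afterwards.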
Starred values were filed as active, the others as inactive; i = inactive; ? = inconclusive; . = not tested or not shown; & = joins results of further samples; [ ] = another dose, or the depositor's remark. Unless noted, calls follow the shape of the dose curve; as a rule, active = well fitted curve in the direction sought with a large enough effect; inconclusive = small, poorly fitted or top-dose-only effect, or another doubt; inactive = no such curve, though single readings can be large; an effect the other way counts as inactive or inconclusive.

mol,Nrf2 ARE act,HepG2 tox,ATXN2 expr inh,Nrf2 inh,ATXN viability,MCF10A rereplic,A549 viability,IL1B secr inh,TGFb inhibitor
COc1ccc(CNC(=O)c2sc(=S)n(-c3ccc(OC)cc3)c2N)cc1,0.5%,-12%,-19%,-6%,i,8%,-8%,-3,-1%
Nc1c(C(=O)NCc2ccccc2)c2nc3ccccc3nc2n1CCCN1CCOCC1,-2.6%,18µM*,.,?,.,18µM*,-14%,-29,?
CC(=O)NC1=C(Nc2ccc(N(C)C)cc2)C(=O)c2ccccc2C1=O,-0.8%,-23%,13%,?,?,8%,?,30,-28%
NC(=O)c1ccc(N2CCN(S(=O)(=O)c3ccccc3)CC2)c([N+](=O)[O-])c1,0.4%,-26%,-28%,?,i,35%,?,-11,-18%
O=C(COc1ccc(-c2nnco2)cc1)NC1CCCc2ccccc21 (stereo unspecified),0.0%,-20%,2%,0%,i,7%,8%,-26,-1%
CCOCCCNC(=O)c1ccc(CS(=O)(=O)Cc2ccc(C)cc2)o1,0.1%,-3%,0%,-13%,i,13%,-1%,11,-1%
Nc1nc(NCC2CCCO2)nc(Nc2ccc(Cl)cc2)c1[N+](=O)[O-] (stereo unspecified),3.0%,1%,-28%,-9%,i,-6%,2%,.,10%
CCOC(=O)Cn1nc(C)n(-c2ccccc2)c1=O,0.3%,-8%,-5%,-4%,i,3%,1%,1,-5%
CCOc1ccc(NC(=O)C2CCN(S(=O)(=O)c3cccs3)CC2)cc1,0.5%,-55%,0%,-26%,i,8%,0%,-58*,8%
O=C(Nc1ccc([N+](=O)[O-])cc1)c1cn(-c2ccccc2)nc1-c1cc2ccccc2o1,-0.6%,-3%,-24%,-6%,?,-2%,-4%,5,4%
CC(C)(C)C(=O)Oc1cc(N)n(S(=O)(=O)c2ccc(F)cc2)n1,0.2%,-17%,3%,-29%,i,?,-4%,7,2%
CC(C)CN(CC(C)C)c1nc(-c2ccc(Cl)cc2)nc2ccccc12,0.7%,-3%,10%,21%,i,.,-2%,.,22%
CCCCCCCC#Cc1ccccc1/C=N/S(=O)c1ccc(C)cc1 (stereo unspecified),8.7%,-15%,9%,16%,i,25%,5%,32,-21%
O=C(NCc1cccs1)C1CCN(C(=O)NCc2ccccc2)CC1,-0.5%,12%,1%,0%,i,2%,1%,6,0%
CCc1nnc(NC(=O)c2ccc(OC)cc2OC)s1,-1.4%,-15%,?,?,i,0%,3%,-3,-1%
NC(=O)c1ccccc1N1CCCCC1,-0.4%,-18%,-21%,5%,i,0%,-2%,32,-5%
CC1CC(C)(C)NC(=S)N1CCCC(=O)Nc1ccc2c(c1)OCCO2 (stereo unspecified),2.6%,-37%,-11%,6%,i,-1%,-4%,1,-6%
Cc1cc(C)nc(SCCS(=O)(=O)Cc2ccccc2)n1,0.0%,3%,10%,-10%,i,0%,?,-6,-5%
NNC(=O)c1csc(CS(=O)(=O)c2ccc(Cl)cc2)n1,0.4%,1%,-2%,2%,i,0%,1%,-7,4%
COc1cccc(CN2C(=NC(=O)C3CC3)SC3CS(=O)(=O)CC32)c1 (stereo unspecified),-0.4%,0%,9%,4%,i,-3%,2%,0,13%
CCCCNC(=O)CCC(=O)Nc1ccc2nc(N3CCCCC3)cc(C)c2c1,3.0%,-29%,3%,18%,i,9%,7%,-29,-2%
C=CCNc1nc(NCCNC(C)=O)c2sc(-c3ccccc3)cc2n1,8.8%,-8%,-15%,.,?,.,.,-3,12%
CCSc1nc(C)nc2sc(C)c(C)c12,0.1%,-5%,6%,1%,i,13%,0%,60,0%
Oc1ccc(N=Cc2c(O)ccc3ccccc23)cc1,0.1%,-63%,.,-2%,i,-5%,9%,12,?

Taken from above:
HepG2 tox result of C=CCNc1nc(NCCNC(C)=O)c2sc(-c3ccccc3)cc2n1 = -8%
MCF10A rereplic result of Oc1ccc(N=Cc2c(O)ccc3ccccc23)cc1 = -5%

More structures.
mol,Nrf2 ARE act,HepG2 tox,ATXN2 expr inh,Nrf2 inh,ATXN viability,MCF10A rereplic,A549 viability,IL1B secr inh,TGFb inhibitor
CCOC(=O)c1cc(CC)sc1NC(=O)c1cc(OCC)c(OCC)c(OCC)c1,0.5%,-9%,3%,4%,i,15%,?,6,-3%
CCc1ccc(NC(=O)CSc2nnc(Cc3cccn3C)n2-c2ccc(OC)cc2)cc1,2.7%,4%,-12%,4%,?,-6%,-3%,-9,-7%
COc1cccc(NC(=O)c2cnc(SCC(=O)N3CCCc4ccccc43)n(C)c2=O)c1,-0.8%,-9%,.,.,.,.,14%,.,-13%
CCOC(=O)C(=O)Nc1ccc(S(=O)(=O)N2CCOCC2)cc1OC,-0.5%,-1%,5%,8%,i,1%,0%,8,2%
CN(C(=O)COC(=O)c1cccs1)c1ccccc1,3.9%,-2%,.,.,i,.,.,7,0%
Cc1oc(-c2cccc(C(F)(F)F)c2)nc1CN1CCN(c2ccccn2)CC1,2.6%,-17%,-33%,-3%,i,14%,-4%,0,?
CSc1nc(N(C)C)nc(N(C#N)CCOC(C)=O)n1,?,-18%,-34%,?,?,17%,1%,-15,-9%
CCOc1ccc(N2CC(c3nc(-c4cc(OC)c(OC)c(OC)c4)no3)CC2=O)cc1 (stereo unspecified),4.6%,-30%,-7%,-15%,i,.,1%,.,-32%
N#CC1CN(C(c2ccccc2)c2ccccc2)C1,-1.0%,2%,-14%,-15%,i,-1%,0%,8,6%
O=C(CS(=O)(=O)c1ccc(F)cc1)Nc1nnc(-c2cccs2)o1,0.2%,2%,3%,10%,i,-11%,0%,3,6%
CCOCc1nnc(NC(=O)COC)s1,-0.4%,-9%,-7%,1%,i,-182%[0.0737 µM],3%,1,4%
C(=C\c1ccncc1)/c1ccccc1,-0.7%,6%,24%,3%,i,5%&-1%,0%,0,0%
CCN(CC)c1nc(N2CCN(C)CC2)nc2ccccc12,0.2%,-3%,-14%,6%,i,1%,1%,-18,?
CCN(C(=O)CCS(=O)(=O)c1cc2[nH]c(=O)c(=O)[nH]c2cc1C)c1ccccc1,-0.8%,-6%,.,16%,.,.,1%,.,-21%
CCOc1ccc(S(=O)(=O)n2nc(C)cc2C)cc1,-0.2%,6%,-5%,3%,?,?,0%,-3,-12%
O=C(Cn1c2ncccc2c(=O)n1-c1ccccc1)Nc1ccc(Cl)cc1C(F)(F)F,-0.2%,5%,.,3%,.,.,4%,.,0%
COc1ccc(OCCOCC(O)CN2CCOCC2)cc1 (stereo unspecified),0.2%,-3%,3%,-7%,?,-4%,0%,19,0%
CN(C)/C=C1\C(=O)Nc2ccccc21,2.8%,4%,-17%,8%,i,-1%,1%,19,12%
CC1(C(=O)NS(=O)(=O)c2ccc(F)cc2F)CCN1C(=O)c1ccc(C2CCCCC2)cc1 (stereo unspecified),4.1%,-10%,11%,.,i,.,.,6,9%
CC(=O)C1=C(C)N(Cc2ccccc2)C(=O)N[C@H]1CCc1ccccc1,2.6%,-23%,-11%,?,i,?,-6%,21,?
CC1CN(c2cc(-c3ccccc3)c3ccccc3n2)CC(C)O1 (stereo unspecified),0.4%,-25%,4%,9%,i,7%,-3%,6,5%
CCCc1nc([N+](=O)[O-])c(S(=O)(=O)c2ccccc2)n1CC(C)C,5.6µM*,-64%,?,1%,?,?,-12%,-100*,10µM*
Cc1nc(C)c(C(=O)Nc2ccc(C)c(F)c2)o1,2.0%,-50%,12%,-5%,i,2%,-6%,-3,-11%
CCN(CC)c1ccc(/C=N\NC(N)=O)cc1,0.9%,-1%,6%,16%,i,-1%,-6%,-5,?
CC(C)(Oc1ccc(Cl)cc1)C(=O)NCc1n[nH]c(=O)c2ccccc12,3.8%,1%,5%,-14%,i,?,-2%,33,0%
C[C@]12c3[nH]c4cc(-c5ccco5)ccc4c3CCN1C(=O)[C@@H](CC(=O)NCC13CC4CC(CC(C4)C1)C3)C[C@@H]2C(=O)N1CCCCC1,-0.9%,-40%,?,?,?,-27%,-27%,?,?
COC(=O)CCSc1cc([N+](=O)[O-])cc2c1c(C1OCCO1)nn2-c1ccccc1,0.2%,20%,1%,-8%,i,?,-6%,26,1%
COc1ccccc1NS(=O)(=O)/C=C/c1ccccc1,-0.2%,9%,12%,3%,i,7%,-12%,7,15%
O=C(O)CCN1C(=O)/C(=C/c2ccc(-c3nc4ccccc4s3)o2)SC1=S,5.5%,7%,-1%,3%,i,2%,-21%,17,3%
COc1ccc(C(C)C)cc1S(=O)(=O)NCCc1c(C)[nH]c2ccc(C)cc12,-0.3%,-52%,?,?,?,.,-21%,.,?
CCOc1cc(C2CC(=O)Nc3cc4c(cc32)OCCO4)ccc1O (stereo unspecified),0.7%,-15%,.,10%,.,.,2%,.,-19%
